DAGLB inhibitor – DAGLB lipase inhibitors, primary screen, biochemical, fluorescence, HTS. Diacylglycerol lipase-beta (Homo sapiens), Q8NCG7. HEK293T DAGLB membrane lysate, EnzChek fluorogenic substrate. inhibition, % at 5.17 µM. 340,000 tested, 0.059% active. AID 504411, 2011; in the data active = inhibition above about 34%;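 also: 0% = enzyme with vehicle and 100% = wells lacking enzyme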
Target sequence (Q8NCG7 whole entry, looked up): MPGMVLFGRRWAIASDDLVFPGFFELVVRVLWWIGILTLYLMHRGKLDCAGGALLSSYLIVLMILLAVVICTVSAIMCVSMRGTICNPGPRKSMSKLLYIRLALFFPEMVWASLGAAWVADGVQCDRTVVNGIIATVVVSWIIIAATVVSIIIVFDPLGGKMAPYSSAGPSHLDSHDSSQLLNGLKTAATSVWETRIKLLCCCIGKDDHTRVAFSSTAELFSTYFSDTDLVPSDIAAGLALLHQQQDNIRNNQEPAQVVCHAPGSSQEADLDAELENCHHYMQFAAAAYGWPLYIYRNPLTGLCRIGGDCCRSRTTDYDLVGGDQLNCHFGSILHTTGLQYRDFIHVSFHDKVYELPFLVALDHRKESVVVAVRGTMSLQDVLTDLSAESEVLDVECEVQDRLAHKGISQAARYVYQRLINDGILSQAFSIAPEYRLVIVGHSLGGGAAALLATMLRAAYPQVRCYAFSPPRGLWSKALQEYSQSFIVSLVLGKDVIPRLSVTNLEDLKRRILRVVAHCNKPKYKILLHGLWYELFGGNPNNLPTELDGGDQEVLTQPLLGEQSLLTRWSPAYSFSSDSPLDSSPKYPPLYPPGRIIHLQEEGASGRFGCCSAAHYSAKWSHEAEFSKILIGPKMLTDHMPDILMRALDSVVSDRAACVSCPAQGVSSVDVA
PKA-R2B activ – activators of PKA-R2B holoenzyme, primary screen, biochemical, fluorescence polarization, Cy5-IP20, human | activation, % at 11.4 µM | PKA-R2B holoenzyme dissociation; R2B truncated from residue 108, S112A mutant; 0% DMSO only, 100% 113 µM cGMP | 340,000 tested, 0.079% active | AID 504700, 2011 | cAMP-dependent protein kinase catalytic subunit beta (Homo sapiens) + cAMP-dependent …;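 active = activation above a cutoff set at the mean over all compounds plus 3 SD, cut at about 18% in these data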;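 also: higher means more holoenzyme dissociation and a rise in polarization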
Target sequence (P31323 whole entry, looked up, other chains not shown, the tested form may be a part): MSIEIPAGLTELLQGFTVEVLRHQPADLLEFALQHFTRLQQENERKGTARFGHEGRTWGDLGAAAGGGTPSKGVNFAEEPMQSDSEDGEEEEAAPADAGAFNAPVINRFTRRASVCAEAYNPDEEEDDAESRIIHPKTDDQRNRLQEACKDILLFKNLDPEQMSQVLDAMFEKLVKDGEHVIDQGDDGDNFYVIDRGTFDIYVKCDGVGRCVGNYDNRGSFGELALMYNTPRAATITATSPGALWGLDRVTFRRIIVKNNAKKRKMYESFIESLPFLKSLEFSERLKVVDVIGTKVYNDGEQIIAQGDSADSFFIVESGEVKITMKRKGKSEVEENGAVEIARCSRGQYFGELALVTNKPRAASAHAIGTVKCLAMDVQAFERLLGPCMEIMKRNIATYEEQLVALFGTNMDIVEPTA
PKA-R1A activ – activators of PKA-R1A holoenzyme, primary screen, biochemical, fluorescence polarization, Cy5-IP20, bovine R1A, mouse PKAc. PKA-R1A dissociation; scaled: DMSO 0%, 113 µM cGMP 100%. 340,000 tested, 0.083% active. activation, % at 11.4 µM. cAMP-dependent protein kinase type I-alpha regulatory subunit (Bos taurus) + …. AID 504707, 2011;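 active = percent activation above the mean of all tested compounds plus 3 SD, cut at about 19% in these data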;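 also: higher means more PKAc released from R1A so a rise in polarization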
phage Ecoli inh – growth loss of phage-infected E. coli, primary screen, RecBCD inhibitor project, absorbance, with phage, HTS. AID 651602, 2012. inhibition, % at 11.9 µM. 360,000 tested, 0.26% active; in the data active = inhibition above about 11%
Active calls of the source: *. A portion of the library; the hit share may differ from the screen's.

Letters – A = DAGLB inhibitor; B = PKA-R2B activ; C = PKA-R1A activ; D = phage Ecoli inh
CC(C)OC(=O)N(C)C[C@@H]1OCc2cnnn2CCCC(=O)N([C@H](C)CO)C[C@H]1C
  A = 0	B = -4	C = 1	D = 1.8
O=C1NC(Cc2ccc(O)cc2)c2nc3ccccc3c(=O)n2-c2ncccc21 (centres undefined)
  A = 2	B = 6	C = 5	D = 2.9
C[C@@H]1CN([C@H](C)CO)S(=O)(=O)c2ccc(C#CC3CCCCC3)cc2O[C@H]1CN(C)C(=O)Cc1ccncc1
  A = -5	B = 2	C = -5	D = 2.7
CCCNC(=O)N(C)C[C@@H]1Oc2ncc(Br)cc2C(=O)N([C@H](C)CO)C[C@@H]1C
  A = -2	B = -18	C = -8	D = -1.5
Cc1cccc(C)c1NC(=O)C(C)NCc1cccs1 (centres undefined)
  A = 1	B = -2	C = 7	D = 3.4
Cc1ccc(OC(=O)N(C)C[C@H]2OCc3cn(nn3)CCCC(=O)N([C@H](C)CO)C[C@@H]2C)cc1
  A = 4	B = -5	C = 5	D = 2.3
CCC(C)[C@H](N)C(=O)N[C@H]1CCC2C3CC=C4C[C@@H](O)CC[C@]4(C)C3CC[C@@]21C (some centres undefined)
  A = 0	B = 8	C = 4	D = 4.1
COc1ccc([C@H]2N[C@]3(CCCN(Cc4ccc(F)cc4)C3=O)[C@H]3C(=O)N(Cc4ccccc4)C(=O)[C@@H]23)cc1
  A = -2	B = -2	C = -15	D = 0.4
COc1ccc(S(=O)(=O)Nc2ccc3c(c2)C(=O)N([C@H](C)CO)C[C@H](C)[C@@H](CN(C)C(=O)Nc2c(C)noc2C)OCCCC[C@H](C)O3)cc1
  A = -3	B = -1	C = 2	D = 3.6
COc1ccc(/C(N)=N/OC(=O)c2ccc3ccccc3c2)cc1OC
  A = -2	B = 2	C = -4	D = 1.2
C#CCN(C(=O)C1CCC(=O)N(CCc2cccc(F)c2)C1)C1CCCCC1 (centres undefined)
  A = -1	B = -3	C = -2	D = 1.1
C=CCC1(CC=C)CCCN1C(=O)c1ccc2oc(CCCC)nc2c1
  A = -17	B = -11	C = -2	D = 2.1
COc1cccc(Nc2nc3cc(C)ccc3cc2C)c1
  A = -1	B = -7	C = 0	D = 1.1
O=C1NC(Cc2ccccc2)c2nc3ccccc3c(=O)n2-c2cc3ccccc3cc21 (centres undefined)
  A = 4	B = 6	C = 6	D = 2.1
Cc1ccc(-c2noc(CCC(=O)Nc3cccc(C(=O)NC4CC4)c3)n2)cc1
  A = 0	B = 5	C = 4	D = 0.8
C[C@@H]1CN([C@@H](C)CO)C(=O)c2cc(Br)cnc2O[C@H]1CN(C)Cc1ccccc1C(=O)O
  A = 3	B = -7	C = -4	D = -0.2
COc1ccc(Cn2c(=O)oc3ccccc32)cc1OC
  A = -2	B = -5	C = 1	D = 0.8
C[C@@H]1CN([C@@H](C)CO)C(=O)c2cc(Br)cnc2O[C@H]1CN(C)C(=O)Nc1ccc2c(c1)OCO2
  A = -2	B = -6	C = 1	D = 5.5
Cc1cc(-c2ccc(S(=O)(=O)NCc3ccc(Cl)cc3)cc2)on1
  A = -3	B = 7	C = 15	D = 2.6
CCCCCC(=O)N1C[C@@H](O)[C@H](n2cc(-c3ccc(F)cc3)nn2)C[C@@H]1c1ccc(Cl)cc1
  A = -6	B = 3	C = -9	D = 4.6
CCCc1c(C(=O)N/N=C/c2c[nH]c3ccccc23)nnn1-c1nonc1N
  A = 2	B = 0	C = 10	D = 1.6
CCn1cc(/C=C(\NC(=O)c2cc(OC)c(OC)c(OC)c2)C(=O)N2CCOCC2)c2ccccc21
  A = 2	B = -6	C = -13	D = 2.4
C[C@@H]1CN([C@@H](C)CO)C(=O)CCCn2nncc2CO[C@H]1CN(C)Cc1ccccc1
  A = 1	B = -1	C = -5	D = 3.1
C[C@H](CO)N1C[C@H](C)[C@H](CN(C)C(=O)Cc2ccncc2)Oc2ncc(Br)cc2C1=O
  A = 3	B = 4	C = -7	D = 2.0
C[C@@H]1CN([C@@H](C)CO)S(=O)(=O)c2ccc(Br)cc2O[C@H]1CN(C)C(=O)C1CCOCC1
  A = 0	B = 4	C = 11	D = 0.7

As a short view, 4 of the compounds above.
Letters – A = DAGLB inhibitor; B = PKA-R2B activ; C = PKA-R1A activ; D = phage Ecoli inh
CCC(C)[C@H](N)C(=O)N[C@H]1CCC2C3CC=C4C[C@@H](O)CC[C@]4(C)C3CC[C@@]21C (some centres undefined)
  A = 0	B = 8	C = 4	D = 4.1
COc1ccc([C@H]2N[C@]3(CCCN(Cc4ccc(F)cc4)C3=O)[C@H]3C(=O)N(Cc4ccccc4)C(=O)[C@@H]23)cc1
  A = -2	B = -2	C = -15	D = 0.4
COc1ccc(S(=O)(=O)Nc2ccc3c(c2)C(=O)N([C@H](C)CO)C[C@H](C)[C@@H](CN(C)C(=O)Nc2c(C)noc2C)OCCCC[C@H](C)O3)cc1
  A = -3	B = -1	C = 2	D = 3.6
COc1ccc(/C(N)=N/OC(=O)c2ccc3ccccc3c2)cc1OC
  A = -2	B = 2	C = -4	D = 1.2

Remaining list, next part:
Letters – A = DAGLB inhibitor; B = PKA-R2B activ; C = PKA-R1A activ; D = phage Ecoli inh
CC1CCCCC1NC(=O)CSc1nnc(-c2ccco2)n1N (centres undefined)
  A = -3	B = 0	C = -3	D = 2.9
CCOc1ccccc1N(CC(=O)N1CCN(Cc2ccccc2)CC1)S(=O)(=O)c1ccccc1
  A = 3	B = -10	C = -1	D = 1.8
COc1ccc(-c2cnc(C(N)=O)c(=O)[nH]2)cc1
  A = 0	B = 0	C = 9	D = 0.5
Cc1ccc(S(=O)(=O)N2CCCCC2)cc1NC(=O)c1ccc(=O)[nH]c1
  A = 0	B = 6	C = 2	D = -2.3
Cc1ccc([C@H]2C[C@H](O)[C@@H](n3cc(COC(=O)c4ccccc4)nn3)CN2C(=O)C2CCCCC2)cc1
  A = 2	B = -13	C = -9	D = 2.0
COc1ccc(CN2CCC[C@]3(N[C@H](c4ccc(C(F)(F)F)cc4)[C@@H]4C(=O)N(Cc5ccccc5)C(=O)[C@@H]43)C2=O)cc1
  A = -8	B = -3	C = -15	D = 1.8
CN(C)C1CCCCC=CC(=O)NC1 (centres undefined)
  A = -6	B = -2	C = -2	D = 4.7
Cc1cccc(OC(=O)Nc2ccc(C(=O)O)c(O)c2)c1
  A = 0	B = -9	C = 4	D = 0.5
O=C(Oc1ccc[nH]c1=O)c1ccc(F)cc1
  A = -7	B = 2	C = 5	D = 4.4
CC1C(=O)N(Cc2cn(CC3CCCCC3)nn2)CCS(=O)(=O)N1Cc1ccc(-c2ccc(F)nc2)cc1 (centres undefined)
  A = -4	B = -6	C = -7	D = 2.7
COc1ccc(C(=O)OCC(=O)N2CCN(C(=O)c3ccco3)CC2)c(OC)c1OC
  A = 1	B = 9	C = 8	D = 4.6
CCCNC(=O)N(C)C[C@H]1Oc2cc(Br)ccc2S(=O)(=O)N([C@@H](C)CO)C[C@@H]1C
  A = 4	B = -1	C = -6	D = 1.4
O=C(/C=C/c1ccc2c(c1)OCO2)NCCS(=O)(=O)N1CCN(c2ccccc2)CC1
  A = -2	B = -5	C = -7	D = 1.2
Cc1ccccc1CNC(=O)C(C)Sc1ccccc1 (centres undefined)
  A = -3	B = -10	C = -2	D = 0.9
COc1ccc(-c2noc(CCC(=O)NC3CCCCCC3)n2)cc1OC
  A = -2	B = -4	C = -4	D = 1.9
N#CC(=C1C=C(Br)C(=NO)C=C1Cl)c1cccc2ccccc12
  A = -8	B = 2	C = -9	D = 1.6
Cc1ccc(N2CC(O)CSC2=Nc2ccccc2)cc1 (centres undefined)
  A = -3	B = -8	C = -3	D = 0.9
COc1ccc(C(=O)CC(C(=O)O)c2ccc(OC)c(OC)c2)cc1OC (centres undefined)
  A = -2	B = 0	C = 5	D = 2.1
Oc1ccc(CCc2ccccn2)cc1
  A = -3	B = 8	C = 10	D = 1.9
Nc1ccn([C@@H]2O[C@H](CNCc3cnc(N4CCOCC4)nc3)[C@@H](O)[C@H]2O)c(=O)n1
  A = -1	B = -10	C = -1	D = 1.8
C[C@H](CO)N1C[C@H](C)[C@H](CN(C)C(=O)Nc2ccc(C(C)(C)C)cc2)OCc2cnnn2CCCC1=O
  A = -3	B = -2	C = 4	D = 2.3
CCN(CC(=O)Nc1ccc(NC(C)=O)cc1)CC(=O)Nc1cccc2ccccc12
  A = -1	B = -7	C = -1	D = 1.8
COCCN(C(=O)COC(=O)c1ccc2ccccc2c1)c1c(N)n(Cc2ccccc2)c(=O)[nH]c1=O
  A = -2	B = -17	C = 0	D = -1.6
Cc1cccc(C(=O)NC2CCN(CC(=O)Nc3cccc(Cl)c3)CC2)c1
  A = 2	B = -4	C = 10	D = 2.5
C[C@H](CO)N1C[C@H](C)[C@@H](CN(C)C(=O)c2ccc(F)cc2)Oc2cc(Br)ccc2S1(=O)=O
  A = 0	B = -3	C = -11	D = 1.0
O=C(COc1ccc(S(=O)(=O)N2CCOCC2)cc1Cl)NCc1ccc2c(c1)OCO2
  A = -2	B = 5	C = 5	D = -0.2
C[C@@H]1CCCCO[C@H](CN(C)S(=O)(=O)c2cccs2)[C@@H](C)CN([C@H](C)CO)C(=O)c2cc(NC(=O)C3CCCCC3)ccc2O1
  A = -7	B = -8	C = -1	D = 2.9
O=C(NCCc1cn2cccnc2n1)C1CCC(=O)N(Cc2ccccc2F)C1 (centres undefined)
  A = -2	B = -16	C = -4	D = 1.7
COc1ccc(C(CNC(=O)c2ccc(-c3ccccc3Cl)o2)N2CCCC2)cc1 (centres undefined)
  A = -2	B = -1	C = -4	D = 3.3
O=C(COC(=O)c1ccc(O)cc1)NC1CCCCCCC1
  A = 1	B = -1	C = -2	D = 0.3
CC1=C(C(=O)N2CCOCC2)CC(CC(=O)NCC2CCCCC2)C(=O)N1Cc1ccccc1 (centres undefined)
  A = -1	B = 6	C = -7	D = 1.5
CCC1NC(=O)c2cccnc2-n2c1nc1ccc(OC)cc1c2=O (centres undefined)
  A = -2	B = 6	C = -7	D = 1.9
Cn1nc(N)c2ncc(-c3ccc(Cl)cc3)nc21
  A = -1	B = 3	C = 5	D = -0.2
CN(C(=O)COC(=O)/C=C/c1ccccc1)C1CCS(=O)(=O)C1 (centres undefined)
  A = -3	B = -12	C = -5	D = 1.3
CCN1C(=O)C(CC(=O)NCCc2ccccc2)N(NC(=O)c2ccc(Br)cc2)C1=S (centres undefined)
  A = -3	B = -8	C = 0	D = -0.2
COCOCCn1cc(CN2CCS(=O)(=O)N(Cc3ccc(-c4ccc(F)nc4)cc3)C(CC(C)C)C2=O)nn1 (centres undefined)
  A = -3	B = -12	C = 3	D = 2.1
Nc1ncnc2nc(-c3ccccc3)[nH]c12
  A = -3	B = -9	C = -3	D = -1.8
COc1ccc(NS(=O)(=O)c2ccc(C)c(C(=O)NCc3ccccc3CN3CCCC3)c2)cc1
  A = -2	B = 2	C = -4	D = 0.3
Cn1nc(N)c2ncc(C(Cl)(Cl)Cl)nc21
  A = 6	B = -15	C = 4	D = -13
CN1C(=O)[C@H]2[C@@H](c3ccccc3)N[C@]3(CCCN(Cc4ccco4)C3=O)[C@H]2C1=O
  A = 1	B = -3	C = -10	D = 2.6
Nc1ccn(CCCNCC(c2ccccc2)c2ccccc2)c(=O)n1
  A = -4	B = -7	C = 4	D = 2.4
CCOc1ccc(NC(=O)c2ccc(F)c(S(=O)(=O)N3CCCC3)c2)cc1
  A = 0	B = -9	C = 8	D = 2.1
O=c1c2ccccc2sn1-c1ccccc1F
  A = 1	B = -6	C = -2	D = 2.1
COc1ccccc1NC(=O)N(C)C[C@@H]1OCc2cnnn2CCCC(=O)N([C@H](C)CO)C[C@@H]1C
  A = 2	B = 4	C = -13	D = 3.4

As entered above.
`Cn1nc(N)c2ncc(C(Cl)(Cl)Cl)nc21` @ DAGLB inhibitor = 6
`Cn1nc(N)c2ncc(-c3ccc(Cl)cc3)nc21` @ PKA-R1A activ = 5
`O=C(COC(=O)c1ccc(O)cc1)NC1CCCCCCC1` @ PKA-R1A activ = -2

Whole records as entered above. Order of values: DAGLB inhibitor | PKA-R2B activ | PKA-R1A activ | phage Ecoli inh
Listed for `Cn1nc(N)c2ncc(-c3ccc(Cl)cc3)nc21` = -1 | 3 | 5 | -0.2
Listed for `CN1C(=O)[C@H]2[C@@H](c3ccccc3)N[C@]3(CCCN(Cc4ccco4)C3=O)[C@H]2C1=O` = 1 | -3 | -10 | 2.6

2 entries from above, field by field.
O=C(COc1ccc(S(=O)(=O)N2CCOCC2)cc1Cl)NCc1ccc2c(c1)OCO2
  DAGLB inhibitor: -2
  PKA-R2B activ: 5
  PKA-R1A activ: 5
  phage Ecoli inh: -0.2
C[C@@H]1CCCCO[C@H](CN(C)S(=O)(=O)c2cccs2)[C@@H](C)CN([C@H](C)CO)C(=O)c2cc(NC(=O)C3CCCCC3)ccc2O1
  DAGLB inhibitor: -7
  PKA-R2B activ: -8
  PKA-R1A activ: -1
  phage Ecoli inh: 2.9
